Ba/F3 V617F tox = reduce viability of Ba/F3 cells dependent on JAK2V617F | AID 1446 | Ba/F3 EpoR-JAK2V617F viability, ATP luminescence | inhibition, % at 5.6 µM | actives 1.1% (n = 220,000);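 active = inhibition above the campaign mean plus 3 SD over all tested compounds, cut at about 24% in these data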;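 also: cytokine-independent growth of Ba/F3 cells driven by EpoR plus mutant JAK2; 0% = DMSO-treated cells and 100% = JAK inhibitor I control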
BaF3 tox = reduces parental Ba/F3 cell viability, JAK2V617F counter-screen | actives 1.1% (n = 220,000) | CellTiter-Glo ATP luminescence | inhibition, % at 5.6 µM;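 active = inhibition above a per-campaign cutoff, the mean inhibition of all tested compounds plus 3 SD, cut at about 27% in these data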;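 also: 0% = DMSO wells and 100% = JAK Inhibitor I control wells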
S1P4 antagonist = antagonists of human S1P4 receptor. AID 1510. actives 0.26% (n = 220,000). inhibition, % at 4.98 µM. S1P4-expressing cells, antagonist mode, reporter read-out; in the data active = inhibition above about 29%;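 also: 0% = wells stimulated with agonist and 100% = vehicle wells without agonist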
S1P4 ag = human S1P4 receptor agonism; activation, % at 4.98 µM; actives 0.35% (n = 220,000); S1P4-expressing cell line, agonist reporter assay; O95977; in the data active = activation above about 11%;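 also: 0% = DMSO vehicle and 100% = reference agonist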
NCF1 inh = blocks human p47phox regulatory protein of NADPH oxidases | P14598 | p47phox/p22phox peptide binding, fluorescence polarization, 2 h | inhibition, % at 24.7 µM | actives 0.53% (n = 220,000);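 active = inhibition above about 30%, limit read from the data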;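 also: 0% = p47phox with labelled peptide and 100% = labelled peptide alone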
NPY1 pot ag = potentiates or activates human NPY-Y1 receptor; AID 1304; P25929; actives 0.37% (n = 220,000); NPY-Y1 expressing cells, potentiator/agonist activation; activation, % at 3.6 µM; in the data active = activation above about 33%, passing the limit was not always enough;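 also: cells stimulated with NPY at EC10 then isoproterenol at EC100; 0% = low agonist plus stimulus and 100% = saturating agonist plus stimulus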
Target sequence (P25929 whole entry, looked up): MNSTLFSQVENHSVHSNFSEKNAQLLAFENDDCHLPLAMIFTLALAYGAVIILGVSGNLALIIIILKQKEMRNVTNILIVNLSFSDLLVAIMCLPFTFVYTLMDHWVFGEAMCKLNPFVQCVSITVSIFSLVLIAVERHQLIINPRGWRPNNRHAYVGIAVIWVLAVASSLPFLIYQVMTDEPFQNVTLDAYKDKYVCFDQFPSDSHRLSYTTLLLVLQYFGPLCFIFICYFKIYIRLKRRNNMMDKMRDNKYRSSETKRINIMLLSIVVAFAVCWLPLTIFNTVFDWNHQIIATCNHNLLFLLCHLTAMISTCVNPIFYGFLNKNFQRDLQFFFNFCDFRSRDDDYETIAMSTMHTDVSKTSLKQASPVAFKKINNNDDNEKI
NPY-Y1 antag = NPY-Y1 (human) receptor antagonism | P25929 | HEK293-CNG Y1 cells, membrane potential fluorescence; NPY at EC95, then isoproterenol | inhibition, % at 3.6 µM | actives 1% (n = 200,000) | AID 1040;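 active = inhibition above the campaign mean inhibition of all tested compounds plus 3 SD, cut at about 20% in these data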;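 also: 0% = DMSO wells given NPY plus isoproterenol and 100% = isoproterenol alone without NPY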
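Material: HEK293 Y1/CNG channel cell line; also added: NPY (25 nM), isoproterenol (1 µM), Ro 20-1724 (25 µM); doses: one concentration, 3.6 µM, in 0.4% DMSO; schedule: compound incubation 1 h at room temperature, readout 45 min post-stimulation; technique: membrane potential fluorescence; measure: fluorescence ratio normalized to % inhibition between controls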
NPY2 pot ag = human NPY-Y2 potentiation or agonism, primary screen; P49146; cells expressing NPY-Y2, potentiator/agonist read-out; activation, % at 3.6 µM; actives 0.45% (n = 220,000); AID 1359; in the data active = activation above about 27%;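 also: cells stimulated with NPY near EC25 plus isoproterenol at EC100; 0% = vehicle plus submaximal agonist and 100% = vehicle plus saturating agonist; some results beyond the cut were filed as inactive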
Target sequence (P49146 whole entry, looked up): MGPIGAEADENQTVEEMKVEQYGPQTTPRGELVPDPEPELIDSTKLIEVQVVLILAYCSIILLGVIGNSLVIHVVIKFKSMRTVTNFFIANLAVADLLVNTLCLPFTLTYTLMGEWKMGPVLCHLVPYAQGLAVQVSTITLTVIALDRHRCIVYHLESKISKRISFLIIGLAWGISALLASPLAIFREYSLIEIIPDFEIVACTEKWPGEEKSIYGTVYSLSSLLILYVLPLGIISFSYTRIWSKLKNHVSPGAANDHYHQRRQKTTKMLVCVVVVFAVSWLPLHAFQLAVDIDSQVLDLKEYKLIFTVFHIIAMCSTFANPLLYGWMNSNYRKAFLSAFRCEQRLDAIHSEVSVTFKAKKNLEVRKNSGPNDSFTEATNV
CHOP inhibitor = blocks CHOP induction under ER stress; CHO-K1 CHOP-promoter luciferase, tunicamycin-induced, 15-18 h; inhibition, % at 10 µM; actives 3.8% (n = 220,000); AID 2732;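 active = compounds that reduced the stress-induced luciferase reporter signal by more than about 70% of percent inhibition, limit read from the data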;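 also: 0% = tunicamycin plus vehicle and 100% = wells without tunicamycin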
Numbers without * were called inactive. Compounds were not picked by outcome. Share with any hit: about 7.1%.

How did Cc1c(OCc2ccccc2)c(=O)ccn1Cc1ccc(Cl)cc1 do in these assays?
Ba/F3 V617F tox: -4; BaF3 tox: 3; S1P4 antagonist: -7; S1P4 ag: -3.0; NCF1 inh: 0; NPY1 pot ag: -45; NPY-Y1 antag: 13; NPY2 pot ag: -17; CHOP inhibitor: 105*

Results for O=C(NNC(=S)NC(=O)c1ccco1)c1ccc(F)cc1 ?
Ba/F3 V617F tox: 2; BaF3 tox: -1; S1P4 antagonist: 5; S1P4 ag: 0.4; NCF1 inh: -12; NPY1 pot ag: 20; NPY2 pot ag: -10; CHOP inhibitor: 19

Results for COc1cc(CN2CCN(C(=O)CC(C)C)CC2)cc(OC)c1O ?
Ba/F3 V617F tox: -1; BaF3 tox: 3; S1P4 antagonist: -12; S1P4 ag: -0.2; NCF1 inh: -8; NPY1 pot ag: 4; NPY-Y1 antag: -2; NPY2 pot ag: -6; CHOP inhibitor: 24

What do the screens show for `CCNc1nc(NCC)nc(OCCNS(=O)(=O)c2cc(C)ccc2C)n1`?
Ba/F3 V617F tox: 2; BaF3 tox: 5; S1P4 antagonist: -39; S1P4 ag: 0.9; NCF1 inh: -9; NPY1 pot ag: -24; NPY-Y1 antag: -1; NPY2 pot ag: -8; CHOP inhibitor: -7

What do the screens show for `COc1ccc(NC(=S)NNC(=O)c2nnn(-c3ccccc3)c2C)cc1`?
Ba/F3 V617F tox: -1; BaF3 tox: 6; S1P4 antagonist: 7; S1P4 ag: 0.1; NCF1 inh: 2; NPY1 pot ag: -24; NPY-Y1 antag: 11; NPY2 pot ag: -13; CHOP inhibitor: -4

What do the screens show for `CNC(=O)C(NC(=O)Nc1ccc(C)cc1)C(C)(C)C` (stereo not given)?
Ba/F3 V617F tox: -2; BaF3 tox: 4; S1P4 antagonist: -6; S1P4 ag: -0.7; NCF1 inh: 3; NPY1 pot ag: 3; NPY-Y1 antag: -6; NPY2 pot ag: 3; CHOP inhibitor: 8

How did Cc1noc(C)c1COC(=O)C1CCN(C(=O)c2ccc(Cl)cc2)CC1 do in these assays?
Ba/F3 V617F tox: 1; BaF3 tox: 3; S1P4 antagonist: -14; S1P4 ag: 1.2; NCF1 inh: 1; NPY1 pot ag: -14; NPY-Y1 antag: 5; NPY2 pot ag: -3; CHOP inhibitor: 4

How did O=C1CCCN1CCCNS(=O)(=O)c1ccc(F)cc1F do in these assays?
Ba/F3 V617F tox: -4; BaF3 tox: 1; S1P4 antagonist: -12; S1P4 ag: 1.9; NCF1 inh: -5; NPY1 pot ag: 0; NPY2 pot ag: 19; CHOP inhibitor: 2

Results for C[n+]1cc[nH]c1SCC(=O)c1ccc(Cl)cc1 ?
Ba/F3 V617F tox: -5; BaF3 tox: 3; S1P4 antagonist: -10; S1P4 ag: -0.4; NCF1 inh: -1; NPY1 pot ag: 10; NPY-Y1 antag: 6; NPY2 pot ag: -2; CHOP inhibitor: 23

How did CCOC(=O)c1c(C)nc(-c2ccccc2)nc1NC(=O)C(C)C do in these assays?
Ba/F3 V617F tox: -2; BaF3 tox: 1; S1P4 antagonist: -13; S1P4 ag: -2.1; NCF1 inh: -8; NPY1 pot ag: -9; NPY-Y1 antag: -4; NPY2 pot ag: 9; CHOP inhibitor: 5

What do the screens show for `CC1(C)CC(NS(=O)(=O)c2ccc(S(=O)(=O)N3CCOCC3)cc2)CCO1` (stereo not given)?
Ba/F3 V617F tox: -1; BaF3 tox: 0; S1P4 antagonist: 11; S1P4 ag: 1.2; NCF1 inh: -6; NPY1 pot ag: 1; NPY-Y1 antag: 0; NPY2 pot ag: 6; CHOP inhibitor: 3

How did CCOC(=O)CSc1n[nH]c(-c2ccco2)n1 do in these assays?
Ba/F3 V617F tox: -1; BaF3 tox: 4; S1P4 antagonist: -19; S1P4 ag: -0.3; NCF1 inh: 7; NPY1 pot ag: -23; NPY-Y1 antag: 0; NPY2 pot ag: -3; CHOP inhibitor: -19

Results for Cc1cc(NC(=O)C2CCN(S(=O)(=O)c3cnc[nH]3)CC2)ccc1Br ?
Ba/F3 V617F tox: 0; BaF3 tox: 5; S1P4 antagonist: -9; S1P4 ag: 0.8; NCF1 inh: -11; NPY1 pot ag: 5; NPY-Y1 antag: -3; NPY2 pot ag: -7; CHOP inhibitor: 26

Results for O=C(O)C1C2C=CC(O2)C1C(=O)NCCCn1ccnc1 (stereo not given) ?
Ba/F3 V617F tox: 3; BaF3 tox: -1; S1P4 antagonist: 0; S1P4 ag: -0.3; NCF1 inh: -6; NPY1 pot ag: 11; NPY-Y1 antag: 2; NPY2 pot ag: -3; CHOP inhibitor: -6

What do the screens show for `COC(=O)c1ccc(C2c3c(n[nH]c3C)C(=O)N2c2ccc(C)cc2)cc1` (stereo not given)?
Ba/F3 V617F tox: -2; BaF3 tox: 4; S1P4 antagonist: -16; S1P4 ag: 2.9; NCF1 inh: -3; NPY1 pot ag: 8; NPY-Y1 antag: -5; NPY2 pot ag: 9; CHOP inhibitor: 12

What do the screens show for `Cc1ccc(NC(=O)CCNS(=O)(=O)c2cc(Br)cnc2N)cc1Cl`?
Ba/F3 V617F tox: 0; BaF3 tox: 2; S1P4 antagonist: 2; S1P4 ag: 1.7; NCF1 inh: -14; NPY1 pot ag: 41; NPY-Y1 antag: -13; NPY2 pot ag: 28; CHOP inhibitor: 67

How did N#CC1(C#N)C2=C(CCCC2)NC(c2ccccc2)C1(C#N)C#N (stereo not given) do in these assays?
Ba/F3 V617F tox: -4; BaF3 tox: 3; S1P4 antagonist: -13; S1P4 ag: -0.6; NCF1 inh: 0; NPY1 pot ag: 4; NPY-Y1 antag: 3; NPY2 pot ag: 6; CHOP inhibitor: 34

What do the screens show for `O=C(CCC1CCCN(C(=O)c2ccc3[nH]ccc3c2)C1)N1CCN(c2ccccn2)CC1` (stereo not given)?
Ba/F3 V617F tox: 2; BaF3 tox: 8; S1P4 antagonist: -6; S1P4 ag: -0.4; NCF1 inh: -1; NPY1 pot ag: 2; NPY-Y1 antag: 4; NPY2 pot ag: -13; CHOP inhibitor: -10

What do the screens show for `CCc1nnc(NC(=O)c2cc(S(=O)(=O)N3CCN(c4ccccc4)CC3)ccc2Cl)s1`?
Ba/F3 V617F tox: 1; BaF3 tox: 5; S1P4 antagonist: -25; S1P4 ag: -0.3; NCF1 inh: -2; NPY1 pot ag: 9; NPY-Y1 antag: 11; NPY2 pot ag: 0; CHOP inhibitor: -24

How did COc1ccc(Nc2nc(N)nc(CSC(=S)N3CCCCC3)n2)cc1 do in these assays?
Ba/F3 V617F tox: -3; BaF3 tox: 3; S1P4 antagonist: -12; S1P4 ag: -0.5; NCF1 inh: -7; NPY1 pot ag: 7; NPY-Y1 antag: -3; NPY2 pot ag: 12; CHOP inhibitor: 5

Entries above containing bromine (2):
Results for Cc1cc(NC(=O)C2CCN(S(=O)(=O)c3cnc[nH]3)CC2)ccc1Br ?
Ba/F3 V617F tox: 0; BaF3 tox: 5; S1P4 antagonist: -9; S1P4 ag: 0.8; NCF1 inh: -11; NPY1 pot ag: 5; NPY-Y1 antag: -3; NPY2 pot ag: -7; CHOP inhibitor: 26

What do the screens show for `Cc1ccc(NC(=O)CCNS(=O)(=O)c2cc(Br)cnc2N)cc1Cl`?
Ba/F3 V617F tox: 0; BaF3 tox: 2; S1P4 antagonist: 2; S1P4 ag: 1.7; NCF1 inh: -14; NPY1 pot ag: 41; NPY-Y1 antag: -13; NPY2 pot ag: 28; CHOP inhibitor: 67

Next section.
What do the screens show for `Cc1nnsc1SC(C)C(=O)O` (stereo not given)?
Ba/F3 V617F tox: -3; BaF3 tox: 1; S1P4 antagonist: -15; S1P4 ag: 0.2; NCF1 inh: -11; NPY1 pot ag: 8; NPY-Y1 antag: 3; NPY2 pot ag: 10; CHOP inhibitor: 2

How did Cc1cccc(NC(=O)COC(=O)c2ccc3c(c2)OCO3)c1C do in these assays?
Ba/F3 V617F tox: 0; BaF3 tox: 6; S1P4 antagonist: -22; S1P4 ag: 2.4; NCF1 inh: 0; NPY1 pot ag: 26; NPY-Y1 antag: -5; NPY2 pot ag: 8; CHOP inhibitor: 7

How did CCC(C)(C)n1nnnc1CN1CCC(c2nc3ccc(C)cc3[nH]2)CC1 do in these assays?
Ba/F3 V617F tox: -4; BaF3 tox: 3; S1P4 antagonist: 13; S1P4 ag: -2.8; NCF1 inh: 3; NPY1 pot ag: -4; NPY-Y1 antag: 7; NPY2 pot ag: 3; CHOP inhibitor: 44

Results for CCOc1cc(/C=N/NC(=O)c2nn(C)cc2Br)ccc1OCc1ccccc1 ?
Ba/F3 V617F tox: -2; BaF3 tox: 2; S1P4 antagonist: -20; S1P4 ag: 1.2; NCF1 inh: -12; NPY1 pot ag: -11; NPY-Y1 antag: 4; NPY2 pot ag: 5; CHOP inhibitor: 32

How did CCNC(=S)SCCOc1ccc(C)cc1 do in these assays?
Ba/F3 V617F tox: -5; BaF3 tox: -1; S1P4 antagonist: -7; S1P4 ag: -2.6; NCF1 inh: -6; NPY1 pot ag: 10; NPY-Y1 antag: 4; NPY2 pot ag: 17; CHOP inhibitor: 15

Results for CCOC(=O)C1CCN(C(=O)c2n[nH]c(=O)c3ccccc23)CC1 ?
Ba/F3 V617F tox: 2; BaF3 tox: 5; S1P4 antagonist: -5; S1P4 ag: 0.9; NCF1 inh: 3; NPY1 pot ag: 9; NPY-Y1 antag: -3; NPY2 pot ag: 11; CHOP inhibitor: 32

Results for Cc1cccn2c(=O)c(/C=C(\C#N)S(=O)(=O)c3ccccc3)c(N3CCN(C)CC3)nc12 ?
Ba/F3 V617F tox: 3; BaF3 tox: 10; S1P4 antagonist: -7; S1P4 ag: 0.9; NCF1 inh: 1; NPY1 pot ag: -8; NPY-Y1 antag: -4; NPY2 pot ag: 3; CHOP inhibitor: 0

What do the screens show for `CC1(c2ccccc2)CC(C)(C)N2C(=O)Cc3cccc1c32` (stereo not given)?
Ba/F3 V617F tox: -1; BaF3 tox: 5; S1P4 antagonist: 13; S1P4 ag: -0.2; NCF1 inh: 9; NPY1 pot ag: -5; NPY-Y1 antag: 6; NPY2 pot ag: 9; CHOP inhibitor: 72*

How did O=C(CCc1ccccc1)NN1C(=O)C2C3C=CC(O3)C2C1=O (stereo not given) do in these assays?
Ba/F3 V617F tox: -4; BaF3 tox: -1; S1P4 antagonist: -11; S1P4 ag: 3.5; NCF1 inh: 1; NPY1 pot ag: 7; NPY-Y1 antag: -5; NPY2 pot ag: 6; CHOP inhibitor: -4

What do the screens show for `COC(=O)c1cn(C)c2ccc(S(=O)(=O)N3CCCCC3)cc2c1=O`?
Ba/F3 V617F tox: -2; BaF3 tox: 1; S1P4 antagonist: -5; S1P4 ag: 0.9; NCF1 inh: -6; NPY1 pot ag: 2; NPY-Y1 antag: -1; NPY2 pot ag: 6; CHOP inhibitor: 30

Results for Cc1nnc(NC(=O)c2ccc(Br)cc2)s1 ?
Ba/F3 V617F tox: 1; BaF3 tox: 5; S1P4 antagonist: -1; S1P4 ag: -2.0; NCF1 inh: -10; NPY1 pot ag: 2; NPY-Y1 antag: 8; NPY2 pot ag: -18; CHOP inhibitor: -15

How did CCCCCc1ccc(-c2ccc(OCC)cc2)nc1 do in these assays?
Ba/F3 V617F tox: -2; BaF3 tox: 3; S1P4 antagonist: -13; S1P4 ag: 0.9; NCF1 inh: 2; NPY1 pot ag: 4; NPY-Y1 antag: -1; NPY2 pot ag: 3; CHOP inhibitor: 34
